Source: PubChem BioAssay (several laboratories)
MITF TRPM1 HTS = activators of MITF-driven TRPM1 promoter activity in SK-MEL-5 cells; SK-MEL-5 TRPM1-promoter luciferase, 24 h; % of positive control, neutral wells = 0; activation, % at 12.5 µM; 300,000 compounds, 0.75% hits; AID 588334;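 active means mean activation of at least 80% with every replicate also reaching 80%; inconclusive means mean reaches 80% but some replicate falls short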;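 further: 0% = neutral control wells and 100% = parthenolide positive control wells; values of inactives mirror those of a sister screen read the other way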
CDK5 inh = inhibitors of human CDK5/p35 kinase | Q00535+Q15078 | Recombinant CDK5/p35, ADP-Glo luminescence, 60 min | inhibition, % at 10 µM | 330,000 compounds, 0.01% hits;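 active means highest replicate inhibition of at least 50% and at least 75% of replicates reaching 50%; inconclusive means only one of the two criteria met; inactive means both criteria failed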;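 further: plate controls were DMSO neutral control for no effect and GW8510 at 10 µM for full effect; many of its hits are not listed in these tables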
Target sequence (Q00535 whole entry, looked up): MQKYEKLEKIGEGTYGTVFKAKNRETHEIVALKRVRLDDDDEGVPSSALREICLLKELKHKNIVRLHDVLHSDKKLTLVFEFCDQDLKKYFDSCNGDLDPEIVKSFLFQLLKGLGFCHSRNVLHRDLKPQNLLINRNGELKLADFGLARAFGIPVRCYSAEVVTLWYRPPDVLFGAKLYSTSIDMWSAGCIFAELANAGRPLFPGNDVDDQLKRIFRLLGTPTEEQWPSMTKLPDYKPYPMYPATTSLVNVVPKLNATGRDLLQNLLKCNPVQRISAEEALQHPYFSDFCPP
Target sequence (Q15078 whole entry, looked up): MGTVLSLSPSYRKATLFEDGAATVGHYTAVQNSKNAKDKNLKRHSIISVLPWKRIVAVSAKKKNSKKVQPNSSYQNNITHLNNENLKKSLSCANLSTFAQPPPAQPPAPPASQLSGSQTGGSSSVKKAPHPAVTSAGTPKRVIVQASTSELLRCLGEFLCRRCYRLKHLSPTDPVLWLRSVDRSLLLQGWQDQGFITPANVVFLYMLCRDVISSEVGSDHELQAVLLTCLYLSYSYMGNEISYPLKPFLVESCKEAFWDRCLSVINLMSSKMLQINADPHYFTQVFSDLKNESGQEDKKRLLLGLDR
dFosB act = activators of mouse delta FosB homodimer. activation, % at 25 µM. AID 493131. 340,000 compounds, 0.99% hits. purified delta FosB, TAMRA-CDK5 oligo fluorescence polarization; percent of positive-control signal above neutral wells. P13346;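 active means mean activation above about 17%, with every replicate also reaching it, limit read from the data, passing the limit was not always enough; inconclusive means only one of the two conditions met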;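 further: fluorescence polarization rise as delta FosB binds a TAMRA Cdk5 AP-1 oligo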
Target sequence (P13346 whole entry, looked up): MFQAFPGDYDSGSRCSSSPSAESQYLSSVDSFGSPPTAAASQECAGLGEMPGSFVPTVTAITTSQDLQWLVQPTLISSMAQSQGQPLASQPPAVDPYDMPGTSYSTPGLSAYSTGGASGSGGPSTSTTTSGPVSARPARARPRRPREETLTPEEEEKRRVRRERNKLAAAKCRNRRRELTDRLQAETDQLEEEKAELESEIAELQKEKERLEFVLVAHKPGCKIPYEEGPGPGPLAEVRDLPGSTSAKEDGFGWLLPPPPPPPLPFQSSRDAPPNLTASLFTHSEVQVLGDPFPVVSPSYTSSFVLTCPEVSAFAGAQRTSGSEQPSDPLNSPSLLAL
cardiac RTF act = increases calcium sensitivity of human cardiac regulated thin filaments; AID 493008; 340,000 compounds, 0.24% hits; activation, % at 7.2 µM; P19429+P45379; IANBD-labeled TnC RTF fluorescence at EC20 calcium; 0% EC20 calcium, 100% full calcium;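 active means activation above the mean over all tested compounds plus 3 SD, cut at about 30% in these data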;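 further: rise in fluorescence read as greater calcium sensitivity of cardiac thin filaments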
CAL PDZ FP-1 = CAL PDZ (human) peptide binding inhibition | purified CAL PDZ, TMR-peptide fluorescence polarization, 1 h | inhibition, % at 24.9 µM | Q9HD26 | 300,000 compounds, 0.92% hits | AID 602252;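 active means mean inhibition of at least 30% with at least half of replicates also reaching 30%; inconclusive means no clear call, values can overlap the other calls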;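 further: 0% = DMSO neutral control and 100% = excess unlabeled competitor peptide PRC23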
Rtt109 HAT inh = blocks Candida albicans Rtt109/Vps75 acetyltransferase activity. Q5AAJ8. purified Rtt109/Vps75, ThioGlo CoA-SH fluorescence, 4 h. inhibition, % at 34.9 µM. 330,000 compounds, 0.16% hits. AID 540336;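 active means inhibition of at least 50% in every replicate; inconclusive means best replicate reaches 50% inhibition but some replicates fall short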
V-ATPase pH = alters yeast V-ATPase proton transport; 350,000 compounds, 0.37% hits; S. cerevisiae, pHLuorin cytosolic pH fluorescence; AID 504577; response, % at 10 µM; in the data active means response mostly above about 7.3%, no sharp cut-off; inactive means mostly below about 5.4%; further: actives read high; inactives centre near 0; some compounds called inactive have numbers as strong as hits; reference of the scale not given here
Wnt act = activates Wnt/beta-catenin signaling in a reporter cell assay; activator, plate reader; 300,000 compounds, 1.2% hits; activation, % at 9.35 µM; in the data active means activation above about 30%, passing the limit was not always enough; inconclusive means no clear call, values can overlap the other calls;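 further: 0% = neutral control wells and 100% = positive control wells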
CAL PDZ FP-2 = inhibitors of human CAL PDZ peptide binding. purified CAL PDZ, TMR-peptide fluorescence polarization, 1 h. AID 504414. 330,000 compounds, 0.02% hits. inhibition, % at 20 µM;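 active means highest replicate inhibition of at least 40%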;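 further: plate controls were DMSO neutral control wells for no effect and unlabeled competitor peptide control wells for full effect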
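System: purified tagged CAL PDZ domain construct (CerCALP). Schedule: 1 h incubation at room temperature before polarization reading. Medium: 25 mM sodium phosphate pH 7.4, 150 mM NaCl, TCEP, IgG, Thesit. Read-out: percent inhibition from loss of millipolarization. Measured by: FP readout, S and P plane fluorescence. Probe or stimulus: fluorescent TMR peptide probe.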
Tat transport = E. coli Tat transport inhibition; E. coli MC4100 TorA-mCherry Tat export, fluorescence; inhibition, % at 10 µM; 340,000 compounds, 0.036% hits;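 active means mean replicate inhibition at least 50% and at least half of replicates individually reaching 50%; inconclusive means only one of the two criteria met; inactive means neither criterion met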;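 further: exported cargo escapes ClpAP degradation while cytoplasmic cargo is degraded and loses fluorescence; 0% = median of neutral control wells and 100% = median of NaSCN control wells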
* hit, by the source's call; ? = inconclusive; · = no result given.

molecule	MITF TRPM1 HTS	CDK5 inh	dFosB act	cardiac RTF act	CAL PDZ FP-1	Rtt109 HAT inh	V-ATPase pH	Wnt act	CAL PDZ FP-2	Tat transport
CSc1ccc(/C=C(\C#N)C(=O)Nc2cccc(C)c2)cc1	39	0.0	-5	-1	-2	-12	-5	·	-0.9	-2
Cc1[nH]c(=S)c(C#N)c2c1CCCC2	0	5.2	2	7	3	-1	0	0	-0.1	2
N#Cc1ccc(C(c2nnnn2C2CCCC2)N2CCC(Cc3ccccc3)CC2)cc1 (stereo not given)	-10	0.6	-2	-8	1	-9	6	-3	-2.1	-9
COc1ccccc1-[n+]1c(C)cc(/C=C2\Sc3ccccc3N2C)cc1C	-94	-0.1	10	48*	53*	?	-1	-16	4.1	-7
COc1ccc(NC(=O)CSCC(=O)Nc2ccccc2N2CCCC2)cc1	-1	0.0	-6	-10	-3	5	-1	2	-1.3	1
Cc1ccc(NC(=O)/C(=C/c2cccc([N+](=O)[O-])c2)NC(=O)C2CCCCC2)cc1	3	0.0	0	6	-2	6	-1	0	-1.2	3
CCC1=NN(C(=O)CCc2ccccc2)C(O)(C(F)(F)F)C1 (stereo not given)	-5	0.0	-3	-1	-3	5	-2	-3	-2.0	4
COc1ccc(OC)c(NC(=O)CCCN2C(=O)C3C4C=CC(C4)C3C2=O)c1 (stereo not given)	2	-2.7	-14	-6	-3	3	7	·	0.1	0
O=c1[nH]cc(-c2ccccc2)c(=O)[nH]1	17	-1.4	-11	1	-6	-1	5	1	-2.2	-5
CCC(=O)N/N=C(\C)CC(=O)Nc1ccc(Cl)cc1	-21	-1.5	2	-1	-4	-3	-2	0	-0.2	0
CCc1nnc(NS(=O)(=O)c2ccc(NC(=S)NC(=O)c3cccnc3)cc2)s1	-7	0.2	-2	0	8	4	5	-1	-2.1	-3
Cc1nn(C)c(Sc2ccccc2N)c1[N+](=O)[O-]	-5	0.7	-3	-1	5	153*	-1	2	-2.3	-3
O=S(=O)(c1ccccc1)c1cnc(-c2ccccc2)nc1N1CCCCC1	-1	-1.1	-9	-1	-5	-9	-3	-5	-3.0	9
Cc1cccc(NC(=O)Cc2cccs2)n1	·	0.7	-3	9	3	5	4	9	-1.7	3
O=C(CN1C(=O)NC2(CCCC2)C1=O)NNC(=O)c1ccccc1F	-6	-0.8	3	1	-1	2	3	0	-3.4	-3
Cc1cc(C(=O)NNC(=O)Nc2cccc(C(F)(F)F)c2)no1	1	-2.8	11	·	-3	0	1	-1	0.0	-8
CCOC(=O)c1c(/N=C/C2C(=O)CCCC2=O)sc2c1CCCC2	11	-1.2	-12	·	3	1	2	2	-1.4	9
CCOC(=O)Cc1csc(SCC(=O)Nc2oc(C)c3c(C)n[nH]c(=O)c23)n1	-2	-0.2	-5	0	-2	13	3	-1	-0.4	-1
O=C(c1ccccc1)N1CCC2(CC1)NCCc1[nH]cnc12	9	1.2	1	4	0	-9	2	7	-2.4	-13
CC(=O)C1C(c2ccc(F)cc2)C2C(C)=NN=C2CC1(C)O (stereo not given)	-10	0.6	-12	-3	0	-3	0	-5	-1.2	4

Compound profiles, as listed above:
`O=C(c1ccccc1)N1CCC2(CC1)NCCc1[nH]cnc12` in the list: MITF TRPM1 HTS: 9; CDK5 inh: 1.2; dFosB act: 1; cardiac RTF act: 4; CAL PDZ FP-1: 0; Rtt109 HAT inh: -9; V-ATPase pH: 2; Wnt act: 7; CAL PDZ FP-2: -2.4; Tat transport: -13
`O=S(=O)(c1ccccc1)c1cnc(-c2ccccc2)nc1N1CCCCC1` in the list: MITF TRPM1 HTS: -1; CDK5 inh: -1.1; dFosB act: -9; cardiac RTF act: -1; CAL PDZ FP-1: -5; Rtt109 HAT inh: -9; V-ATPase pH: -3; Wnt act: -5; CAL PDZ FP-2: -3.0; Tat transport: 9
`O=C(CN1C(=O)NC2(CCCC2)C1=O)NNC(=O)c1ccccc1F` in the list: MITF TRPM1 HTS: -6; CDK5 inh: -0.8; dFosB act: 3; cardiac RTF act: 1; CAL PDZ FP-1: -1; Rtt109 HAT inh: 2; V-ATPase pH: 3; Wnt act: 0; CAL PDZ FP-2: -3.4; Tat transport: -3

Later entries:
molecule	MITF TRPM1 HTS	CDK5 inh	dFosB act	cardiac RTF act	CAL PDZ FP-1	Rtt109 HAT inh	V-ATPase pH	Wnt act	CAL PDZ FP-2	Tat transport
CCOC(=O)Cc1nn[nH]n1	-3	0.0	-7	2	-1	2	3	-13	-1.6	-1
CSc1nc(N)nc2c1ncn2Cc1ccccc1	1	0.0	2	-1	-6	-1	6	-3	0.1	11
CCn1cc(CN2CCCC(C(=O)Nc3ccc(-c4cscn4)cc3)C2)cn1 (stereo not given)	3	-0.5	1	4	-4	-12	1	3	-0.2	2
CCOC(=O)c1c(C)n(C)c2cc(Br)c(C(=O)OC)cc12	4	2.0	-10	-4	1	-2	3	2	-1.6	-10
O=C(Cc1ccccc1)NCC(=O)Nc1cc(Cl)ccc1Cl	1	1.0	0	1	·	-2	1	-3	0.8	-4
COc1ccc(N2C(=O)S[C@@H]3CS(=O)(=O)C[C@@H]32)cc1	3	0.8	7	-3	-7	1	-3	·	0.3	-8
CC1CCN(C(=O)C2c3ccccc3C(=O)N3CCc4ccccc4C23)CC1 (stereo not given)	2	-0.2	-1	-9	-2	-1	-2	-5	-1.0	-4
O=C(CC1C(=O)NCCN1Cc1cccc(Oc2ccccc2)c1)NCc1cccnc1 (stereo not given)	-4	-0.6	-1	3	-4	-21	-4	-2	-1.5	-3
Cc1ccc(NC(=S)N2CCOCC2)c(C)c1	-3	0.5	3	-1	0	-4	-2	12	-0.1	-4
COc1ccccc1CNS(=O)(=O)c1cc(CN2C(=O)c3cccnc3C2=O)ccc1OC	4	·	-3	5	-4	0	2	1	-0.9	1

Results in CDK5 inh, dFosB act and V-ATPase pH, for some of the entries so far:
| mol | CDK5 inh | dFosB act | V-ATPase pH |
| --- | --- | --- | --- |
| CCn1cc(CN2CCCC(C(=O)Nc3ccc(-c4cscn4)cc3)C2)cn1 (stereo not given) | -0.5 | 1 | 1 |
| CCOC(=O)c1c(C)n(C)c2cc(Br)c(C(=O)OC)cc12 | 2.0 | -10 | 3 |
| O=C(Cc1ccccc1)NCC(=O)Nc1cc(Cl)ccc1Cl | 1.0 | 0 | 1 |
| COc1ccc(N2C(=O)S[C@@H]3CS(=O)(=O)C[C@@H]32)cc1 | 0.8 | 7 | -3 |

(continued)
molecule	MITF TRPM1 HTS	CDK5 inh	dFosB act	cardiac RTF act	CAL PDZ FP-1	Rtt109 HAT inh	V-ATPase pH	Wnt act	CAL PDZ FP-2	Tat transport
CC(C)(C)NC(=O)NC(=O)CN1CCC(Cc2ccccc2)CC1	-4	-6.4	6	-4	-5	4	0	0	·	-2
O=C(c1ccccn1)N1CCCC(N2CCN(c3ccc(F)cc3)CC2)C1 (stereo not given)	-16	-1.5	-2	-3	-6	3	1	0	-2.2	3
CSc1ccc(CN(C)CC(=O)Nc2c(F)cccc2F)cc1	-3	-0.9	1	-2	-3	-2	-1	-1	-0.4	-3
COc1ccc(C2c3c(ccc4ccccc34)Oc3ncn4nc(-c5ccco5)nc4c32)cc1 (stereo not given)	-14	0.1	-9	3	-2	7	-1	·	-0.1	1
O=C1CCCCN1CCc1c[nH]c2ccccc12	33	-1.6	-2	-3	2	-2	-1	14	-1.9	5
O=C(CCN1C(=O)C2CCCCC2C1=O)Nc1ccc(Br)cc1F (stereo not given)	-4	-6.4	5	-3	5	-2	-7	4	-2.8	1
O=C(c1ccccc1Nc1ccc(SC(F)F)cc1)N1CCCCCC1	1	-3.6	-13	-1	-3	8	3	·	0.7	5
Cc1cc(SC(C)C(=O)O)nc2ccccc12 (stereo not given)	-5	1.5	-6	4	·	-4	-4	0	0.2	-5
COc1ccc(C(=O)NC(NC(=O)c2ccc(OC)cc2)c2ccccc2F)cc1	-3	1.9	-3	5	3	6	1	-15	-0.7	-17
CN1CCN(CCc2nc3cc(NC(=O)c4ccco4)ccc3n2C)CC1	·	0.9	-6	2	4	-13	0	12	-0.5	-2
COc1ccc(C(=O)NNC(=O)CSc2nnc(C)n2C)cc1	-15	0.0	-4	-4	-4	·	1	-2	-2.6	-6
CCN(CC)C(=O)C1=C(C)Nc2nc3ccccc3n2C1c1cccc(OC)c1 (stereo not given)	·	-0.7	-9	7	-6	-20	-2	·	-0.8	2
Nc1cccc(-c2ccc(CO)o2)c1	4	1.7	-7	-5	-5	6	0	0	-2.6	-8
CON(c1nc(N(C)C)nc(N(C)C)n1)S(=O)(=O)c1ccccc1Cl	4	-1.2	-10	-3	-3	·	3	·	-2.7	4
CCO[C@@H]1OC(C(=O)NC2CC2)=C[C@H](c2c[nH]c3ccccc23)[C@H]1CCCO	-10	0.2	-10	4	5	2	16	-3	-2.2	-4
CCS(=O)(=O)N1CCN(C(=O)c2cc(OC)cc(OC)c2)CC1	6	5.1	-1	11	5	3	2	-2	-0.3	-1
COc1cc(CNc2ncc(-c3ccc(Br)cc3)n2C)cc(OC)c1O	·	-0.1	-5	3	9	-1	1	-1	1.1	1
COc1cc(/C=C2\SC(=S)N(N3CCOCC3)C2=O)ccc1O	12	0.6	-9	2	-4	20	-3	-2	-0.9	7
CC1(C2CC2)NC(=O)N(CC(=O)Nc2ccccc2C#N)C1=O (stereo not given)	-2	-1.7	-1	2	-1	-3	8	-3	-2.0	-4
O=C(Nc1ccnn1C1CCN(Cc2ccccc2)CC1)C1CCOC1 (stereo not given)	0	0.8	2	0	7	-13	-1	2	-2.0	3
Cc1nc2cc(S(=O)(=O)C(F)(F)F)ccc2s1	15	·	-1	-3	0	15	1	2	-0.6	-3
O=C(O)CNC(=O)/C(=C/c1ccco1)NC(=O)/C=C/c1ccccc1	-3	-0.4	1	-2	-2	0	4	·	-0.3	-1
Cc1nc(CN2CCN(C(=O)CCc3nnc(Cc4c[nH]c5ccccc45)o3)CC2)cs1	-9	0.4	0	-3	1	·	2	-1	-1.9	3
O=C(CN1CCN(C(=O)C2CCCO2)CC1)Nc1ccc(Cl)cc1 (stereo not given)	0	1.5	-1	-2	33*	1	2	-2	-0.7	-16
Cc1cccc(S(=O)(=O)N(CC(=O)Nc2ccccc2C)Cc2ccco2)c1	0	-1.2	-8	2	-1	8	-1	·	-2.9	-2
C=CCN1C2=NCCCN2c2ccccc21	5	0.2	2	3	-7	0	-1	3	0.7	-1
Cc1ccsc1/C=N\NC(=O)c1n[nH]c2c1CCC2	-6	2.2	1	-9	-2	1	3	·	-1.2	-9
C=CCc1cccc(/C=N/NC(=O)CCC(=O)Nc2ccc(C)cc2)c1O	-13	1.8	13	10	-2	-7	1	·	-0.6	-10
